# Source: PubChem BioAssay
# EP2 antag – human EP2 receptor antagonists, primary screen, TR-FRET cAMP, C6 glioma cells. Prostaglandin E2 receptor EP2 subtype (Homo sapiens), P43116. inhibition, % at 25 µM. C6 glioma cells expressing human EP2; cells stimulated with saturating PGE2. 260,000 compounds, 0.52% hits;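 active = percent inhibition above 40 after rounding to a whole number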;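 also: rat C6 glioma host cells with rolipram phosphodiesterase inhibitor present; the protocol text gives 20 µM as final concentration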
# Target sequence (P43116 whole entry, looked up): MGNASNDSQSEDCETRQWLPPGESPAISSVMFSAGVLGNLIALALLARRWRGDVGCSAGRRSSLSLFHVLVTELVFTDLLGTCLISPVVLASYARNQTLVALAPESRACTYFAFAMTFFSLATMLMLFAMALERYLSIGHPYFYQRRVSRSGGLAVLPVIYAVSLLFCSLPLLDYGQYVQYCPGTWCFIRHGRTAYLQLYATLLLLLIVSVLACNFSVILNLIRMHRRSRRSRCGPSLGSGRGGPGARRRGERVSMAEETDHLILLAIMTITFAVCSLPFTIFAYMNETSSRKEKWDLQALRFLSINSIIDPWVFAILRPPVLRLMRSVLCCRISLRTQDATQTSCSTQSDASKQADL
# EP2 modulator – EP2 receptor modulators, cAMP readout, primary screen, cell-based, HTRF cAMP, PGE2 stimulation | 260,000 compounds, 0.83% hits | Prostaglandin E2 receptor EP2 subtype (Homo sapiens), P43116 | induction, % at 25 µM | EP2-expressing cells, cAMP HTRF FRET, PGE2 co-stimulation;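 active = compounds whose cAMP rise, as percent of the full-agonist control response, exceeds 60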;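 also: rat C6 glioma line stably carrying human EP2 under a CMV promoter; the protocol text gives 20 µM as final concentration; 100% = response of wells given 1 µM PGE2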
# * marks the source's active call; other numbers are inactive results.
# Values in the order – EP2 antag, EP2 modulator
CCN1C2=C(C(=O)CC(C)(C)C2)C(c2cccc(OC)c2)C2=C1CC(C)(C)CC2=O
  10, 20
COc1cccc(CC(=O)N2CCC(Cn3nc(-c4cccs4)ccc3=O)CC2)c1
  8, -61
CCOc1ccc2[nH]c(=O)c(CN(CCO)Cc3nnnn3C3CCCCC3)cc2c1
  14, 28
COc1ccccc1NC(=O)N1CCCC1C(=O)Nc1c(C)cccc1C (centres undefined)
  7, 43
O=C(O)c1cc(-c2ccc3c(c2)OCO3)on1
  8, -55
Cc1nnc(NC(=O)COc2cc(C)c(Cl)c(C)c2)s1
  8, -10
COC(=O)c1ccc(C2Nc3ccc(C)cc3-c3cc(C)nn32)cc1 (centres undefined)
  3, 10
CCC(CC)C(=O)N1CCCC(c2nc3c(nnn3Cc3ccccc3Cl)c(=O)[nH]2)C1 (centres undefined)
  5, 11
COc1ccc2cc(CN(C(=S)Nc3ccc(C)cc3)C3CCCCC3)c(=O)[nH]c2c1
  9, 9
CCCSc1nc2sc3c(c2c(=O)n1CC)CCCC3
  9, -9
CN1CCN(C(=O)CN(c2cccc(Cl)c2)S(C)(=O)=O)CC1
  7, -17
COc1ccc(OC)c(-c2csc(N(CCc3ccccc3)C(=O)c3ccco3)n2)c1
  10, 35
CCC(CN1CCOCC1)NC(=O)Cc1c(C)nc(OC)nc1OC (centres undefined)
  2, -11
CCOC(=O)C1CCN(S(=O)(=O)c2ccc(OCC(=O)OC)c(Cl)c2)CC1
  11, -88
Cc1cc(C)c2[nH]c(=O)c(CN(CCO)C(=S)NCc3ccccc3)cc2c1
  9, -62
Nc1ccc(N2CCCC2)c(C(=O)O)c1
  9, -3
Cc1ccc2cc(CN(Cc3nnnn3C3CCCCC3)C3CCCC3)c(=O)[nH]c2c1C
  12, 4
Cc1ccc2c(c1)cc(C)c1nn(CC(=O)N3CCNC(=O)C3(C)C)c(=O)n12
  5, -17
COc1ccc(N2CCN(C(=O)CN3CCCC3)CC2)cc1
  9, 1
CC(=O)OC[C@H]1O[C@@H](Oc2cc(OC(C)=O)c3c(=O)cc(-c4ccc(OC(C)=O)cc4)oc3c2)[C@H](OC(C)=O)[C@@H](OC(C)=O)[C@@H]1OC(C)=O
  13, 15
O=S(=O)(c1cccc(Cl)c1)N1CCC(c2nc3ccccc3o2)CC1
  11, -42
CCN(CC)CCNC(=O)CN1N=C(C(C)(C)C)Cn2c(cc3ccccc32)C1=O
  0, 1
CC(C)C1CCC(C(=O)N[C@@H](Cc2ccccc2)C(=O)O)CC1 (some centres undefined)
  9, 1
COc1ccccc1N(CC(O)CN1CCN(C)CC1)S(=O)(=O)c1ccc(C)cc1 (centres undefined)
  7, -27
CC(C)c1nc2ccccc2c2nn(CC(=O)NC3CCCC3)c(=O)n12
  6, -16
O=C(NCc1cccnc1)c1cc(-c2ccccc2Cl)on1
  10, -84
COCCn1c(=N)c(C(=O)NCC2CCCO2)cc2c(=O)n3cc(C)ccc3nc21 (centres undefined)
  9, -11
O=C1NC2(CCN(C(=O)c3ccc(OC4CSC4)cc3)CC2)Oc2ccccc21
  8, -70
CC(=O)Nc1nncs1
  9, -30
CCC(=O)N(Cc1cccs1)Cc1cc2c(C)cc(C)cc2n2nnnc12
  10, 20
O=C(NC1(c2ccc(Cl)cc2)CCC1)c1cccc(-n2cnnc2)c1
  8, -43
COc1ccc(OC(=O)c2cc(S(=O)(=O)N3CCCCC3)ccc2Cl)cc1
  7, -8
COc1ccc(C2(C(=O)NCc3ccc(Cl)c(Cl)c3)CCOCC2)cc1OC
  7, -43
COc1ccc(OCC(=O)Nc2cc(-c3nc4ccccc4[nH]3)ccc2Cl)cc1
  16, -57
Cc1nc2ccccc2c2nn(CC(=O)NC3CCCC3)c(=O)n12
  4, -81
O=C(CSc1nnc(-c2ccccc2Br)o1)Nc1ccc(Br)cc1
  10, -78
COC(=O)CN1C(=O)CSC1=S
  13, -16
CCC(C(=O)NC1CCCC1)N(C(=O)c1snc(C(N)=O)c1N)c1ccc(OC)cc1 (centres undefined)
  9, -9
CC(=O)N1CCCc2cc(C(O)CN3CCC(O)(c4ccc(F)cc4)CC3)ccc21 (centres undefined)
  8, -32
CC1CCc2c(sc3nc(C4CC4)n4c(SCc5cc(=O)[nH]c6ccccc56)nnc4c23)C1 (centres undefined)
  6, 2

# 3 structures out of the list, sorted by molar mass, lowest first:
# Values in the order – EP2 antag, EP2 modulator
COCCn1c(=N)c(C(=O)NCC2CCCO2)cc2c(=O)n3cc(C)ccc3nc21 (centres undefined)
  9, -11
CCN(CC)CCNC(=O)CN1N=C(C(C)(C)C)Cn2c(cc3ccccc32)C1=O
  0, 1
CC(=O)OC[C@H]1O[C@@H](Oc2cc(OC(C)=O)c3c(=O)cc(-c4ccc(OC(C)=O)cc4)oc3c2)[C@H](OC(C)=O)[C@@H](OC(C)=O)[C@@H]1OC(C)=O
  13, 15

# Going on with the list:
# Values in the order – EP2 antag, EP2 modulator
COc1ccc(C)cc1NC(=O)CSC1=NCCS1
  13, -19
COCCOc1ccc(CN2CC(CN3CCOCC3)c3ccccc32)cc1OC (centres undefined)
  10, -13
COc1ccc(C(=O)Nc2sc3c(c2C(=O)NC2CCS(=O)(=O)C2)CCCC3)cc1 (centres undefined)
  10, 26
COc1ccccc1C(=O)NCC1COc2ccccc2O1 (centres undefined)
  8, -1
Cc1cccc(NC(=O)CSc2n[nH]c(-c3cccnc3)n2)c1
  8, 21
COc1ccc(NC(=O)C2CC(=O)N(c3ccc(Cl)cc3)C2)c(OC)c1 (centres undefined)
  12, -25
COc1ccc(C2/C(=C(/O)c3ccc(OC)c(OC)c3)C(=O)C(=O)N2C)c(OC)c1 (centres undefined)
  9, 15
Cc1cccc2cc(CN(CCO)C(=O)Nc3ccc(Cl)cc3)c(=O)[nH]c12
  12, -68
CC1=C(C(=O)OC(C)C)C(c2ccc3c(c2)OCO3)C2=C(CC(C)(C)CC2=O)N1 (centres undefined)
  9, 8
O=C1[C@H]2[C@@H]3c4ccccc4[C@H]([C@H]2C(=O)N1c1ccc(OCc2ccccc2)cc1)[n+]1ccccc13
  42*, 14
CN(Cc1cc(Cl)cc(Cl)c1O)Cc1c(O)ccc2ccccc12
  34, 40
O=C(O)CCCCn1cnc2c(=S)nc[nH]c21
  12, 31
CCOC(=O)c1ccc(S(=O)(=O)N(Cc2cc3cc(CC)ccc3[nH]c2=O)CC2CCCO2)cc1 (centres undefined)
  10, -15
Cc1ccn(S(=O)(=O)c2ccc(F)c(C)c2)n1
  8, 6
O=C(Cc1cccc2ccccc12)Nc1ccc(C(=O)NCC2CCCO2)cc1 (centres undefined)
  13, -101
COC(=O)CC1C(=O)NCCN1Cc1cnc(N2CCCCC2)nc1 (centres undefined)
  12, 13
Cc1ccc(C2(C(=O)N3CCC4(CC3)NC(=O)c3ccccc3N4)CC2)cc1
  8, 4
O=C(Nc1ccncc1)c1c(O)c2cccc3c2n(c1=O)CCC3
  18, -20
CC(=O)O[C@@H]1CC[C@@]2(C)C(C[C@@H](OC(C)=O)[C@@]3(C)C4=CC(=O)O[C@@H](c5ccoc5)[C@]4(C)CCC23)C1(C)C (some centres undefined)
  13, 2
CC(C)C(C)/C=C/C(C)[C@H]1CCC2C3=CCC4CC(=O)CC[C@]4(C)C3CC[C@@]21C (some centres undefined)
  15, 14
C=CCn1c(SCC(=O)Nc2ccc(Cl)cc2C)nnc1-c1ccco1
  6, -16
O=C1CN(S(=O)(=O)c2ccc3c(c2)NC(=O)CO3)CCN1
  -1, -11
COc1ccc(S(=O)(=O)N(Cc2ccc(C)cc2)Cc2cc3ccc(OC)cc3[nH]c2=O)cc1
  13, -34
CC(=O)NC1CC2CCCC(C1)N2C(=O)Nc1cccc(F)c1 (centres undefined)
  10, -11
CCOCCCNC(=O)c1ccc(CN2CCOCC2)cc1
  12, -4
O=C(CCCc1nc(-c2ccccc2)no1)NC1CCCOC1 (centres undefined)
  1, -49
O=C(CN(C1CCCCC1)S(=O)(=O)c1ccc(F)cc1)NCC1CCCO1 (centres undefined)
  5, -13
CN1CCN(Cc2nc3c([nH]2)c(=O)n(C)c(=O)n3C)CC1
  15, -14
Cc1cc2c(C)ccc(C)c2nc1SCC(=O)O
  14, 79*
COc1ccc(NC(=O)CSc2nc3sc4c(c3c(=O)[nH]2)CCC(C)C4)cc1 (centres undefined)
  12, 5
CC(=O)N1CCN(c2ccc(NC(=O)COc3ccc(C)c(C)c3)cc2)CC1
  6, -10
COCC(=O)Nc1ccc(S(=O)(=O)NCC2CCCO2)cc1 (centres undefined)
  6, -15
CCc1cccc2c(=O)c(CN(C)C)c(C)[nH]c12
  9, -13
CCOC(=O)N1N=C(c2ccc(Cl)cc2)CC1(O)C(F)(F)F (centres undefined)
  8, -10
Cc1cc(C)c2c(c1)cc(C)c1nnc(SCC(=O)NC3CCCCC3)n12
  9, -2
Cc1ccc2cc(CN(CCCN3CCOCC3)Cc3nnnn3C3CCCC3)c(=O)[nH]c2c1C
  13, -29
C=CCNC(=O)C(=O)NCCc1c[nH]c2ccccc12
  10, -56
CCC(c1nnnn1CCc1ccccc1)N(Cc1cc2cc(OC)ccc2[nH]c1=O)C1CCCC1 (centres undefined)
  2, 36
CCCC(C)NC(=O)C1CCN(S(=O)(=O)c2ccc(OC)c(C)c2)CC1 (centres undefined)
  8, -16
Cc1ccccc1OCC(=O)Nc1sc2c(c1C#N)CCCCC2
  12, -13
CC(C)c1nc2ccc(S(=O)(=O)c3ccc4nc(C(C)C)[nH]c4c3)cc2[nH]1
  23, -47
COCCn1c(SCC(N)=O)nnc1-c1ccccc1
  18, -1
COc1ccc(CNc2nc3ccccc3n2CCN2CCOCC2)c(OC)c1
  11, -34
Cc1ccc(C2(NCc3ccc(OCC(=O)N4CCOCC4)cc3)CC2)cc1
  6, -43
O=c1c2c3c(sc2nnn1Cc1ccccc1)CCCC3
  11, -13
Cn1c(=O)c2c(nc(SCC(=O)Nc3nc4ccccc4s3)n2C)n(C)c1=O
  6, -36
CCn1c(COc2ccccc2C)nnc1SCC(=O)Nc1sc(C)c(C)c1C#N
  4, -11
Cc1ccc(Cl)cc1NC(=O)CSc1nc2sc(C)c(C)c2c(=O)[nH]1
  16, -13
CCc1ccc2[nH]c(=O)c(CN(Cc3ccc4c(c3)OCO4)S(=O)(=O)c3ccc(C)cc3)cc2c1
  20, -16
Cn1ccnc1C1(O)CC2CCC(C1)N2C(=O)C1CC1 (centres undefined)
  8, -19

# Next part:
# Values in the order – EP2 antag, EP2 modulator
CCS(=O)(=O)N1CCN(Cc2cn(CC(=O)N3CCCC3)c3ccccc23)CC1
  11, 5
COC(=O)c1c(NC(=O)COc2ccccc2)sc(C(=O)N2CCOCC2)c1C
  9, -18
COc1cccc(NC(=O)CSc2nnc(-c3ccco3)n2C)c1
  9, 52
Cc1ccc(NC(=O)CN2CCC(N3CCCCC3)CC2)cc1F
  11, 6
CC(C)NC1(C(N)=O)CCN(Cc2ccccc2)CC1
  12, -1
CCCCC[C@@H](O)[C@@H]1C(=O)O[C@@H](C)[C@@H](O)C=C/C=C\C=CC=C/C=C(/C)[C@H](O)C[C@H](O)C[C@H](O)C[C@H](O)C[C@H](O)C[C@H](O)C[C@@H]1O
  50*, 23
CCCNC(=O)c1cnn2c(C)cc(C)nc12
  11, -18
O=C1NC2(CCN(C(=O)C3CCN(C(=O)Cc4ccccc4)CC3)CC2)Oc2ccccc21
  5, -29
O=C(CN1C(=O)c2ccccc2C1=O)[C@@H](O)CN1C(=O)c2ccccc2C1=O
  46*, 18
NC(=O)c1c(NC(=O)c2cccc(F)c2)sc2c1CCCCC2
  10, -32
O=C(c1ccc2c(c1)OCCO2)N1CCN(c2ncnc3sc4c(c23)CCCC4)CC1
  -1, -44
Cc1cccc(C2(O)CCN(C(=O)Cn3ccc4ccc(F)cc43)CC2)c1
  6, -74
CCOc1ccc(OCC)c(NC(=O)CSc2nc(N)cc(N)n2)c1
  18, -29
CCNC(=S)N(Cc1ccccc1)Cc1cc2cc(C)c(Cl)cc2[nH]c1=O
  29, 55
Cc1c(C(N)=O)sc2ncn(CC(=O)OC3CCCCC3)c(=O)c12
  11, -43

# Filtered by structure, those above containing an aryl thioether with sulfur outside any ring.
# Values in the order – EP2 antag, EP2 modulator
CCCSc1nc2sc3c(c2c(=O)n1CC)CCCC3
  9, -9
O=C(CSc1nnc(-c2ccccc2Br)o1)Nc1ccc(Br)cc1
  10, -78
CC1CCc2c(sc3nc(C4CC4)n4c(SCc5cc(=O)[nH]c6ccccc56)nnc4c23)C1 (centres undefined)
  6, 2
Cc1cccc(NC(=O)CSc2n[nH]c(-c3cccnc3)n2)c1
  8, 21
C=CCn1c(SCC(=O)Nc2ccc(Cl)cc2C)nnc1-c1ccco1
  6, -16
Cc1cc2c(C)ccc(C)c2nc1SCC(=O)O
  14, 79*
COc1ccc(NC(=O)CSc2nc3sc4c(c3c(=O)[nH]2)CCC(C)C4)cc1 (centres undefined)
  12, 5
Cc1cc(C)c2c(c1)cc(C)c1nnc(SCC(=O)NC3CCCCC3)n12
  9, -2
COCCn1c(SCC(N)=O)nnc1-c1ccccc1
  18, -1
Cn1c(=O)c2c(nc(SCC(=O)Nc3nc4ccccc4s3)n2C)n(C)c1=O
  6, -36
CCn1c(COc2ccccc2C)nnc1SCC(=O)Nc1sc(C)c(C)c1C#N
  4, -11
Cc1ccc(Cl)cc1NC(=O)CSc1nc2sc(C)c(C)c2c(=O)[nH]1
  16, -13
COc1cccc(NC(=O)CSc2nnc(-c3ccco3)n2C)c1
  9, 52
CCOc1ccc(OCC)c(NC(=O)CSc2nc(N)cc(N)n2)c1
  18, -29

# These rows are one share of the data. The share of hits here may be higher or lower than overall.
